WRN helicase inh – WRN helicase (human) inhibition; WRN helicase unwinding, fluorescent forked duplex, kinetic; 360,000 compounds, 0.46% hits; AID 651768; Potency, µM (doses to about 114 µM), inactives show at the highest dose activity change, negative = inhibition, actives largely listed as inhibitors; Q14191; also: potency is read from the fitted curve at half-maximal effect; % is scaled to controls: 0 for no effect and ±100 for the full control effect; nearly all actives have a fitted effect of over 55% in size
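Kinetic fluorescence helicase assay: unwinding of a quenched forked DNA duplex (100 nM final) with 2 mM ATP final raises red fluorescence (525/598 nm). Compounds sat 15 min at room temperature with 20 nM WRN beforehand.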
PLK1 PBD block – PLK1 (human) polo-box domain binding inhibition. P53350. Plk1 PBD binding of FITC phosphopeptide, fluorescence polarization. Potency, µM, inactives show max response, negative = inhibition, actives largely listed as inhibitors. 360,000 compounds, 2.8% hits. AID 720504; also: potency is read from the fitted curve at half-maximal effect; series mostly up to about 57 µM; % is scaled to controls: 0 for no effect and ±100 for the full control effect; nearly all actives have a fitted effect of over 65% in size
GLP1R cytotox – cytotoxic in the GLP-1 receptor inverse agonist counter-screen; 410,000 compounds, 0.13% hits; Potency, µM (series often up to 38.3 µM), for the others: at the highest dose activity change, negative = inhibition, actives largely listed as inhibitors; HEK293 cAMP-luciferase reporter cells, luminescence, 24 h;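 also: loss of luciferase light is scored as toxicity; potency is read from the fitted curve at half-maximal effect; % is scaled to controls: 0 for no effect and ±100 for the full control effect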
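A 23 nL compound transfer followed 12 hours of cell culture at 37 deg C; exposure then lasted 24 hr. Luciferase assay detection reagent was dispensed and plates read for luminescence after a 12 min room-temperature wait.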
PI5P4Ka inh – PI5P4K alpha (human) kinase inhibition. P48426. 330,000 compounds, 1.2% hits. max response, %. PI5P4Kalpha enzyme, ADP-Glo luminescence, 60 min; hits give low values; active = max response of -50% or lower; inconclusive = between -30% and -50%; inactive = -30% or higher; also: value at the top dose of about 77 µM; % is scaled to controls: 0 for no effect and ±100 for the full control effect
Target sequence (P48426 whole entry, looked up): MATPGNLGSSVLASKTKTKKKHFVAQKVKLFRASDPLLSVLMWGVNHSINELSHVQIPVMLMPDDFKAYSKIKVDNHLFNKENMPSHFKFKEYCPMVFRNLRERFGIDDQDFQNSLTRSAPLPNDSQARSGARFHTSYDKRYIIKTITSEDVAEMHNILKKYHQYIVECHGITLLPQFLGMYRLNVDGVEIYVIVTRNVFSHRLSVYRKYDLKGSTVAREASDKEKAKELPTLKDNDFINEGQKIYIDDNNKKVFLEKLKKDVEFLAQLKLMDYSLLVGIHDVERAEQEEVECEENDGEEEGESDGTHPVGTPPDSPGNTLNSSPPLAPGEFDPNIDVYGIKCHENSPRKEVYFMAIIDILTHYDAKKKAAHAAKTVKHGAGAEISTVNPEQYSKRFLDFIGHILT
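Controls without substrate or without enzyme flank wells where PI5P4Kalpha converts substrate using 5 microM ATP (final). Incubation lasts 60 minutes at room temperature; ADP formed is read by ADP-Glo luminescence.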
DRD3 antagonist – blocks the human D3 dopamine receptor; P35462; D3R cells, DiscoveRx beta-arrestin luminescence, antagonist mode; hits give low values; max response, negative = inhibition, %; 360,000 compounds, 2.5% hits; in the data active = max response below about -50%; inconclusive = no clear call, values can overlap the other calls; also: % is scaled to controls: 0 for no effect and ±100 for the full control effect; mostly tested at two doses, the higher about 12 µM
Target sequence (P35462 whole entry, looked up): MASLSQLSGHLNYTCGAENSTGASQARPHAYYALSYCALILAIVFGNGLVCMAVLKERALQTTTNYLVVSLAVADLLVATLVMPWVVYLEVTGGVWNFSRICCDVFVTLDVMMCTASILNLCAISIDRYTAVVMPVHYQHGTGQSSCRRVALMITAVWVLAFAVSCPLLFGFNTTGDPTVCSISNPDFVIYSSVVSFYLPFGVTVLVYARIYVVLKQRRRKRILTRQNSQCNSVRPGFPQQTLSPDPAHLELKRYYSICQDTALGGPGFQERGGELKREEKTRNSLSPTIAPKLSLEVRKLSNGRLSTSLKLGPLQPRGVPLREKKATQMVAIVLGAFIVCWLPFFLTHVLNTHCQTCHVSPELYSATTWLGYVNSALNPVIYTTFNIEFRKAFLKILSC
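Cells expressing the human receptor were seeded at 1500 cells/well, incubated overnight at 37 degrees C in 5% CO2, then exposed to library compounds with dopamine controls for 90 minutes at 37 degrees C before luminescent detection.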
IL-2 act – activates IL-2 in a cell-based reporter assay; IL-2 activation reporter assay, cell-based qHTS; stimulated with anti-CD3/CD4/CD28 beads; in transgenic mouse T cells; activation, % (series mostly up to about 46 µM); 360,000 compounds, 0.065% hits; AID 652025; in the data active = activation above about 50%; inconclusive = mostly about 30% to 49%; also: 0% is about no effect
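Screening format: compound pinned onto unstimulated transgenic mouse T cells, 60 min incubation, then anti-CD3/anti-CD4/anti-CD28 bead stimulation for 18 hours at 37 degrees C, followed by EGFP and DsRed detection.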
GLP1R inv ag – GLP-1 receptor (human) inverse agonism. P43220. HEK293 GLP-1R CRE-luciferase, luminescence, 24 h; GLP-1R form is constitutively active. Potency, µM (titrated, usually from 38.3 µM), for the others: at the top dose activity change, negative = inhibition, hits mostly inhibitors. 410,000 compounds, 1.6% hits; also: potency is read from the fitted curve at half-maximal effect; % is scaled to controls: 0 for no effect and ±100 for the full control effect; nearly all actives have a fitted effect of over 55% in size
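HEK293 cells stably co-expressing constitutively active GLP-1R and a cAMP-responsive luciferase reporter were seeded in DMEM with 10% Nu serum, given compounds after 12 h, and incubated 24 h at 37 deg C. Luminescence was then read.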
GLP-1R agonist – agonists of human GLP-1 receptor | P43220 | HEK293 GLP-1R CRE-luciferase, luminescence, 4-6 h; cells express a hypersensitive GLP-1R form | Potency, µM (titrated, usually from 45.6 µM), inactives show at the highest dose activation, hits mostly activators | 380,000 compounds, 0.007% hits; also: potency is read from the fitted curve at half-maximal effect; % of control where 0% means no effect
DRD3 agonist – agonists of human D3 dopamine receptor; 410,000 compounds, 0.58% hits; D3R DiscoveRx beta-arrestin cells, luminescence, 90 min; P35462; max activation, %; in the data active = max activation above about 30%; also: 0% is about no effect; mostly tested at two doses, the higher about 12 µM
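Agonist-mode cell screen: cells plated at 1500/well and incubated overnight at 37 °C, then exposed to library compounds for 90 min at 37 °C. Detection reagent was added for 30–60 min at room temperature, and luminescence was read.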
The depositor's hits bear a star; ? = inconclusive; . = not tested or not shown; [ ] = another dose, or the depositor's remark. Unless noted, calls follow the shape of the dose curve; as a rule, active = well fitted curve in the direction sought with a large enough effect; inconclusive = small, poorly fitted or top-dose-only effect, or another doubt; inactive = no such curve, though single readings can be large; an effect the other way counts as inactive or inconclusive.

SMILES	WRN helicase inh	PLK1 PBD block	GLP1R cytotox	PI5P4Ka inh	DRD3 antagonist	IL-2 act	GLP1R inv ag	GLP-1R agonist	DRD3 agonist
Cc1cccc(N2CCN(C(c3ccc(N(C)C)cc3)c3nnnn3C(C)(C)C)CC2)c1C (configuration not stated)	4%	-13%	-12%	0	2	-2.0	10%	-8%	9
O=C(OCCOc1ccc(Br)cc1)c1cnccn1	9%	-3%	-10%	-6	0	-0.8	11%	0%	1
O=C(Nc1ccc(-c2ccccc2)cc1)c1ccccc1	-2%	1%	-4%	-3	7	-0.5	?	2%	3
COc1cc(C(=O)NCc2nnc(SCC(=O)Nc3cccc(C)c3)o2)cc(OC)c1OC	-8%	2%	-6%	-1	5	-0.8	10%	9%	0
CSc1cccc(Nc2cc(C(=O)NC3CCCCC3)c3ccccc3n2)c1	.	.	1%	.	.	.	-14%	-2%	-4
CCN(C(=O)c1cc2c(=O)oc3ccc(C)cc3c2s1)c1ccccc1C	.	.	-10%	.	.	.	7%	0%	5
COC(=O)CSc1nnc(-c2ccc(OC)c(OC)c2)o1	2%	-3%	-3%	3	-24	0.0	23%	?	6
CCN(C(=O)CSc1nnc(COc2ccccc2F)n1N)c1c(N)n(Cc2ccccc2)c(=O)[nH]c1=O	-5%	0%	6%	3	3	-0.8	1%	-2%	2
Cc1ccccc1C(=O)N[C@H](C(=O)OCC(=O)c1ccc[nH]1)C(C)C	11%	2%	-39%	0	9	-4.6	23%	-4%	-2
CC(Sc1ncn[nH]1)C(=O)Nc1cc(C(F)(F)F)ccc1Cl (configuration not stated)	-3%	-10%	5%	4	-21	0.0	-17%	-2%	-8
COc1ccc(N(C(=O)c2cccnc2)S(=O)(=O)c2ccc(Cl)cc2)cc1	2%	-4%	1%	-10	0	-2.7	?	-5%	-9
Cc1cccc(-n2c(=O)c3c(c4cc(C)ccc4n3C)n(CC(=O)Nc3ccc(C)c(C)c3)c2=O)c1	.	.	2%	.	.	.	15%	0%	4
CC(Sc1ccc(Cl)cc1)C(=O)Nc1ccccc1C(=O)N1CCOCC1 (configuration not stated)	-4%	-4%	-6%	10	12	0.0	-5%	-11%	5
CC(C)(CO)N=Cc1c(O)[nH]c2ccccc12	15%	-8%	-6%	-5	13	-0.3	0%	-7%	0
Cc1cc(Br)cn2c(Cc3cccc(Cl)c3)c(-c3cccc(Cl)c3)nc12	-5%	-2%	4%	15	5	-0.9	10µM*	3%	1
COc1cc(C(=O)OCn2nnc3ccccc3c2=O)cc(OC)c1OC	-1%	-10%	-11%	2	9	-2.0	19%	28%	0
COc1ccc(C)cc1NC(=O)CN(c1ccccc1)S(=O)(=O)N(C)C	.	.	8%	.	.	.	-4%	1%	-1
CCN(CC)S(=O)(=O)c1ccc(OCC(=O)NC2CCS(=O)(=O)C2)c([N+](=O)[O-])c1 (configuration not stated)	-4%	-10%	4%	4	-1	1.5	11%	-3%	1
CCN1C(=O)C(=O)N(CC(=O)Nc2cc(C)ccc2C)C1=O	-5%	0%	2%	10	7	-0.3	7%	1%	1
COc1ccc(-c2cc(C(=O)NN)[nH]n2)cc1	-14%	-8%	-7%	1	0	-3.1	-10%	7%	2

2 consecutive records already listed, for reference:
SMILES	WRN helicase inh	PLK1 PBD block	GLP1R cytotox	PI5P4Ka inh	DRD3 antagonist	IL-2 act	GLP1R inv ag	GLP-1R agonist	DRD3 agonist
CCN(CC)S(=O)(=O)c1ccc(OCC(=O)NC2CCS(=O)(=O)C2)c([N+](=O)[O-])c1 (configuration not stated)	-4%	-10%	4%	4	-1	1.5	11%	-3%	1
CCN1C(=O)C(=O)N(CC(=O)Nc2cc(C)ccc2C)C1=O	-5%	0%	2%	10	7	-0.3	7%	1%	1

Further structures follow:
SMILES	WRN helicase inh	PLK1 PBD block	GLP1R cytotox	PI5P4Ka inh	DRD3 antagonist	IL-2 act	GLP1R inv ag	GLP-1R agonist	DRD3 agonist
COc1ccc(CCNC(=O)CSc2n[nH]c(N)n2)cc1	11%	-18%	8%	-5	-25	1.4	23%	13%	1
CCN(c1ccccc1)S(=O)(=O)c1cc2c(cc1C)n(C)c(=O)c(=O)n2C	2%	-1%	1%	-5	3	0.6	-17%	-6%	5
O=C(CCCC(=O)OCC(=O)c1ccc(Cl)cc1)NC1CCCCC1	-12%	3%	1%	6	-3	-0.3	11%	-9%	5
CS(=O)(=O)NCCNc1ncc(C(F)(F)F)cc1Cl	6%	-3%	0%[7.66 µM]	2	-5	0.8	23%[7.66 µM]	5%	-2
COc1ccc(OC)c(S(=O)(=O)N2CCCC(C(=O)NCc3ccncc3)C2)c1 (configuration not stated)	2%[57.1 µM]	2%	5%	-10	1	0.0	14%	10%	-2
COc1ccc(S(=O)(=O)N2CCCC2C(=O)Nc2nc3c(s2)CCCC3)cc1 (configuration not stated)	-19%	-7%	-1%	-4	4	-2.2	?	-8%	-5
Cn1nc(-c2ccc(NCCO)c([N+](=O)[O-])c2)c2ccccc2c1=O	-8%	-8%	-4%	-1	9	-0.1	173%[activator]	26%	5
COc1ccc(-c2nc(=S)[nH][nH]2)cc1	-19%[57.1 µM]	?	-7%	?	31	-0.9	6%	-13%	-1
O=C1c2ccccc2C(=O)N1CC(O)COc1cccc2ccccc12 (configuration not stated)	8%[57.1 µM]	-11%	-2%	5	-24	0.9	2%	-3%	-3
Cc1ccc2nc3c(cc2c1)c(NC(=O)C1CCCO1)nn3CC(C)C (configuration not stated)	-9%	-10%	42%[activator]	2	3	-3.2	4%	4%	0
CC(=O)Nc1ccc(NC(=O)C(C)OC(=O)CCC2CCCC2)cc1 (configuration not stated)	4%	-1%	-1%	-1	-15	-0.2	-12%	18%	14
O=C(c1cccs1)N1CCCC1	-11%	-1%	1%	0	7	-0.6	6%	3%	1
CN(/N=C/c1cc(Br)cc(Br)c1O)c1ccccc1	-7%	1%	9%	19	1	-2.6	16%	2%	-4
CCN(C(=O)COC(=O)c1ccccc1O)c1cccc2ccccc12	-25%	-7%	12%	3	-26	-0.4	?	7%	-7
CCn1nc(C)c(CNC(=O)CC2C(=O)NCCN2CC(C)C)c1C (configuration not stated)	13%	-25%	127%[activator]	-1	4	-3.8	10%	7%	-2
C=CCn1c(SCC(=O)NC(=O)Cc2ccccc2)nc2ccccc2c1=O	1%	-9%	-23%	4	3	-0.5	-18%	-1%	2
CC(C)Oc1ccc(C(=O)Nc2ncn[nH]2)cc1	1%	-2%	3%	-6	10	-1.0	30%	2%	1
CN(CC(=O)Nc1ccc(S(=O)(=O)N2CCCC2)cc1)Cc1ccc(Cl)c(Cl)c1	-22%	8%	-13%	-7	?	-0.2	?	22%	-11
Cc1ccc(NC(=S)N2CCCC(O)C2)cc1 (configuration not stated)	-2%	-16%	-1%	0	7	-0.1	-2%	5%	3
CCOc1ccccc1NC(=S)N1CCCc2ccccc21	-2%	-13%	-5%	-4	8	-2.1	?	-1%	-6
O=C(Cn1cnc2c(nnn2Cc2ccccc2)c1=O)N1CCCc2ccccc21	3%	-2%	0%	4	-25	-2.8	-11%	0%	-6
O=C(NCCc1ccccc1)c1ccccc1C(F)(F)F	-3%	-10%	3%	9	7	4.9	2%	8%	2
Cc1cc(C(=O)COC(=O)C2CCN(C(=O)c3ccc(Cl)cc3)CC2)c(C)n1CC1CCCO1 (configuration not stated)	-9%	-1%	39%[activator]	8	12	-0.5	59%[activator]	16%	1
COc1ccccc1C/C(N)=N/OC(=O)COc1ccccc1C	-8%	-8%	-23%	.	-9	2.5	0%	-2%	-6
CC(C)NC(=O)CSc1ccccc1C(=O)N1CCN(S(=O)(=O)Cc2ccccc2)CC1	-2%	-14%	-7%	-3	-3	-1.7	10%	0%	-2
CS(=O)(=O)N1CCN(c2ccc(C(=O)N3CCOCC3)cc2[N+](=O)[O-])CC1	-2%	-8%	-8%	0	-4	-0.1	8%	0%	0
CCc1ccc(NC(=O)COc2ccc(Br)cn2)cc1	5%	-7%	3%	-3	-21	-0.8	21%	8%	-3
CCc1nc(SCC(=O)Nc2ccc(F)cc2F)c2c(=O)n(C)c(=O)n(C)c2n1	-29%	-13%	-7%	10	-5	-1.3	-6%	-7%	2
Cc1ncc(S(=O)(=O)c2ccccc2)c(-c2ccccc2Cl)n1	2%	-1%	-16%	0	18	2.1	-27%	10%	0
O=C(CSc1nnc(Nc2ccccc2)s1)Nc1cccnc1Cl	-12%	-5%	-2%	4	?	-3.6	10%	11%	-1
COc1cc(OC)cc(C(=O)N[C@H](C(=O)OCC(N)=O)C(C)C)c1	3%	-4%	-2%	-2	10	-0.4	-1%	-5%	5
COc1cc(/C=N/NC(=O)c2nonc2N)cc(OC)c1OC	1%	5%	-1%	0	4	0.1	-3%	6%	-2
Cc1cc(C)cc(NC(=O)c2cccnc2)c1	10%	-7%	7%	1	-8	-0.7	10%	7%	0
O=C(Nc1cccc([N+](=O)[O-])c1)c1ccc(CSc2ccccc2)cc1	-9%	-6%	4%	-3	-8	-1.7	8%	-5%	0
CCO[C@H]1OC(C(=O)N2CCN(Cc3ccc4c(c3)OCO4)CC2)=C[C@@H](c2csc3ccccc23)[C@@H]1CCCO	0%	-1%	-22%	22	14	0.1	?	8%	-13
C[C@H](CO)N1C[C@H](C)[C@@H](CN(C)C(=O)Nc2ccccc2)Oc2c(cccc2N(C)C)C1=O	4%	-6%	-15%	-6	-9	-0.1	6%	10%	-4
O=C(CCS(=O)(=O)c1ccc(Br)cc1)Nc1ccccc1Cl	-6%[57.1 µM]	-17%	-20%	-6	?	-1.6	0%	-5%	-2
CSc1ccc(/C=N/n2c(C)nc3ccccc3c2=O)cc1	-4%	-9%	-27%	-2	-4	0.1	7%	17%	-4
O=C(c1ccc2c(c1)OCO2)N1CCN(c2cccc(C(F)(F)F)c2)CC1	6%	-12%	?	7	-7	-0.7	?	8%	-13
Cc1ccc(N2CCN(CC3CC=CCC3)CC2)cc1 (configuration not stated)	4%	-9%	6%	.	-141*	-1.2	0%	-12%	-39
O=C(COC(=O)/C=C/c1ccc(OC(F)F)cc1)NC1CCCC1	-24%	-6%	8%	-3	-7	-3.1	9%	0%	-3
Cc1cc(C)c(N2C(=O)CCCC2=O)c(Cl)c1	10%	1%	0%	-1	-17	-0.9	6%	-11%	-3
